LEDGF integ inh – blocks HIV-1 LEDGF/p75-dependent DNA integration | TR-FRET IN-LEDGF/p75 DNA integration, Eu/Cy5 | inhibition, % at 3.7 µM | 370,000 tested, 0.64% active | AID 743269;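 active means inhibition above the screen-wide mean plus 3 SD, cut at about 13% in these data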;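 further: signal is the Cy5 over europium emission ratio at 671 and 618 nm; 0% = plate median of compound wells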
NR1D1 modulator – modulates human Rev-erb alpha binding to DNA; Rev-erbα–FITC-DNA binding, fluorescence polarization, 90 min; activity, % at 10 µM; 370,000 tested, 0.79% active; AID 1259318;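 active means activity above about 14%, limit read from the data; passing the limit was not always enough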;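 further: 0% = DMSO wells with 35 nM protein and 100% = DMSO wells with 750 nM protein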
TDP2 absorb – blocks human TDP2 phosphodiesterase activity. inhibition, % at 12.8 µM. 370,000 tested, 0.34% active. recombinant TDP2, T5PNP hydrolysis, p-nitrophenol absorbance 415 nm;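 active means inhibition above the mean of all tested compounds plus 3 SD, set per campaign, cut at about 25% in these data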;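 further: 0% = DMSO with enzyme and 100% = buffer with substrate but no TDP2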
Target sequence (O95551 whole entry, looked up): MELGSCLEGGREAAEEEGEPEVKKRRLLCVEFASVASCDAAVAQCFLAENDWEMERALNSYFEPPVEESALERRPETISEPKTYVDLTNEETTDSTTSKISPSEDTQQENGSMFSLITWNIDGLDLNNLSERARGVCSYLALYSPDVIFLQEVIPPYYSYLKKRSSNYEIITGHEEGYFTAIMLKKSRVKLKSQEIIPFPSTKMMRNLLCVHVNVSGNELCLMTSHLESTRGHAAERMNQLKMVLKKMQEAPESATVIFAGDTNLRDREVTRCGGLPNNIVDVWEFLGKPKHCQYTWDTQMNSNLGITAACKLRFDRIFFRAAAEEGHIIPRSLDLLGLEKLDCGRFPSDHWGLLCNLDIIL
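Material: recombinant human TDP2; quantity: TDP2 enzyme at 120 nM final; medium: Tris-HCl pH 7.5 with MgCl2; compound: single concentration, 12.8 µM nominal, with 1% DMSO; incubation: 2 h enzyme incubation at 37 °C; signal: epi absorbance; measure: percent inhibition; benchmarks: high control without enzyme, low control DMSO plus TDP2; repeats: singlicate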
TCR CD3 inh – blocks the human TCR-CD3 interaction | TAMRA-labeled TCR probe fluorescence, biochemical | inhibition, % at 9.4 µM | 360,000 tested, 0.37% active; in the data active means inhibition above about 19%;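 further: recombinant mutant TCR 2C K166C tagged with TAMRA read by polarization; 0% = receptor in buffer alone and 100% = receptor with positive control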
rCAG binder – molecules binding r(CAG) RNA repeats. r(CAG) RNA repeat, TO-PRO-1 dye displacement fluorescence. inhibition, % at 3 µM. 370,000 tested, 1.3% active. AID 651821;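 active means inhibition above the plate cutoff, the mean of all test compounds on that plate plus 3 SD, cut at about 35% in these data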;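 further: 0% = DMSO alone and 100% = 100 µM mitoxantrone as full dye displacement; higher means more dye released from RNA so lower well fluorescence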
PRMT1 FP inh – blocks human protein arginine methyltransferase 1. Q99873. recombinant PRMT1, activity-based probe fluorescence polarization. inhibition, % at 2.79 µM. 370,000 tested, 1.3% active. AID 652257;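 active means inhibition above about 21% made by adding two undisclosed values, limit read from the data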
ABHD4 inh – inhibitors of mouse ABHD4; 370,000 tested, 0.54% active; inhibition, % at 8.92 µM; Q8VD66; purified mABHD4, FP-Rh probe fluorescence polarization; AID 720543;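 active means inhibition exceeding the mean over every tested compound plus 3 SD, cut at about 30% in these data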;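 further: 0% = plate median of compound wells and 100% = S159A mutant with DMSO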
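Assay system: mABHD4 protein; medium: HEPES pH 7.0, NaCl, Pluronic buffer; dosing: 8.92 µM, single dose; schedule: 45 min + 60 min at 25 °C; signal: FP readout, ex 525 nm / em 598 nm; read-out: normalized percent inhibition of probe labeling; repeats: single replicate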
PG9 Ab binder – PG9 antibody binding by small molecule. TR-FRET gp120-PG9 antibody binding. inhibition, % at 6.7 µM. 360,000 tested, 0.43% active. AID 624416; in the data active means inhibition above about 8.5%
SIAE primary – human SIAE inhibition, primary screen; SIAE FP-Rh probe binding, fluorescence polarization; 370,000 tested, 0.69% active; inhibition, % at 9.66 µM; AID 1053197; Q9HAT2;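 active means inhibition above a cutoff: mean of compounds within the control limits plus 3 SD of those, cut at about 17% in these data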;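 further: 0% = plate median of compound wells and 100% = probe without SIAE protein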
Target sequence (Q9HAT2 whole entry, looked up): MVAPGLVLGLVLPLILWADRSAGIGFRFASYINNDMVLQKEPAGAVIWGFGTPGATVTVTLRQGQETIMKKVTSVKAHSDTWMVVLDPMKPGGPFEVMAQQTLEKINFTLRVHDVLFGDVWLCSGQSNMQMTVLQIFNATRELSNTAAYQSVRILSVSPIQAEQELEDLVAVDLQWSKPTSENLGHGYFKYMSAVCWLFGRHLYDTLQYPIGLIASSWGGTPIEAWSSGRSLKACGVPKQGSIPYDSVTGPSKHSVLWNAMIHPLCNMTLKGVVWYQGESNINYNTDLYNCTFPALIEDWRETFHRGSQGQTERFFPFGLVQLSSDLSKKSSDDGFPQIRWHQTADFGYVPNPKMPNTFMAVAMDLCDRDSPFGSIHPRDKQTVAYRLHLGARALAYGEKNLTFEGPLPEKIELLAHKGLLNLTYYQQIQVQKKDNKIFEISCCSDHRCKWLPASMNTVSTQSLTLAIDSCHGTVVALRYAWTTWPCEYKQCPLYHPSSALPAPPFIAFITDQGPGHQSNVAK
HTRA1 inh – blocks human HTRA1 serine peptidase; Q92743; recombinant HTRA1, FP-rhodamine activity-based probe, fluorescence polarization; inhibition, % at 5.96 µM; 340,000 tested, 0.5% active; in the data active means inhibition above about 36%;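 further: 0% = enzyme with DMSO and 100% = wells lacking enzyme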
* hit, by the source's call; / = not tested or not shown. An excerpt. The share of hits here may be higher or lower than overall.

SMILES	LEDGF integ inh	NR1D1 modulator	TDP2 absorb	TCR CD3 inh	rCAG binder	PRMT1 FP inh	ABHD4 inh	PG9 Ab binder	SIAE primary	HTRA1 inh
C=C1C2(C(=O)Nc3ccc(SC(F)F)cc3)CCC(C2)C1(C)C (stereo unspecified)	3.2	-1.5	-9.9	-1.2	-2.3	-0.6	-7.7	0.4	4.2	-11.2
CC[C@H](CCCCCC#N)CCC(=O)N(c1ccccc1)c1ccccc1	2.2	0.1	12.8	/	-1.9	2.4	-6.8	/	1.5	/
COc1cc(C(=O)NCC(=O)N/N=C/c2ccc(OC(=O)c3ccco3)cc2)cc(OC)c1OC	0.4	-0.7	-4.5	0.5	5.3	-0.2	24.8	-0.2	5.4	2.5
Cc1cc([N+](=O)[O-])nn1CCCC(=O)Nc1ccc2c(c1)OCO2	-6.2	0.3	-3.7	-6.6	-2.6	1.7	8.2	-0.5	1.5	0.5
Fc1ccc(Nc2ccnc(C(F)(F)F)c2)cc1	-1.3	0.0	-1.3	4.8	-3.5	0.2	-1.4	-2.3	1.2	-5.2
CC1CCC2(CC1)NC(=O)N(CC(=O)NCCc1ccccc1)C2=O (stereo unspecified)	-1.9	1.5	1.1	5.0	1.9	2.3	-4.7	2.1	-4.1	-5.8
CCOC(=O)c1ccc(S(=O)(=O)NNC(=O)Cc2csc(C)n2)cc1	0.5	-1.3	0.2	6.1	-0.7	-3.1	6.8	-0.1	-8.8	0.1
COc1ccccc1C=Cc1ccnc2ccccc12	-2.4	6.6	-1.3	-1.4	5.6	0.3	-4.3	-1.3	-4.6	-34.7
O=C(Nc1cccc(Cl)c1)c1ccc(F)c(S(=O)(=O)N2CCN(c3ccccn3)CC2)c1	-3.6	-3.4	-20.1	3.5	0.3	0.1	-5.0	0.4	-6.9	-92.8
COc1ccc(C2C/C(=N\O)C(C)(C)O2)cc1 (stereo unspecified)	0.9	-8.0	1.6	5.1	-0.5	-0.7	9.1	-1.6	9.5	1.6
CC(C)(C)NC(=O)C(c1cccs1)N(Cc1cccs1)C(=O)c1csnn1 (stereo unspecified)	-3.2	-2.7	-4.1	2.6	-6.0	2.6	-1.1	-0.7	0.2	-1.9
Cc1c(C(=O)N/N=C/c2cccnc2)sc(N)c1C#N	0.8	-1.9	-19.8	1.6	4.5	-8.0	12.7	-1.2	-8.0	-0.2
COc1ccc(C(=O)N(C)Cc2ccccc2F)cc1S(=O)(=O)N1CCCC1	-2.8	7.7	-2.0	4.0	-0.3	-1.2	4.3	0.8	9.9	7.7
COc1ccc(-n2c(=S)[nH]c3cc(C(=O)NCc4cccnc4)ccc3c2=O)c(OC)c1	-1.7	2.0	9.2	-0.3	4.9	-2.4	-6.8	0.7	0.7	-2.7
CCSc1nc2c([nH]c3ccccc32)c(=O)n1C	-0.9	-6.5	-14.5	5.1	-1.0	0.2	1.8	0.3	-5.3	1.4
CC(C)[C@H](NC(=O)c1ccco1)C(=O)N1CCC[C@H]1C(=O)NCc1ccccc1	1.6	-0.8	6.1	3.1	1.9	1.8	-1.5	-0.7	-5.0	/
Cc1ccc(C(=O)NCC(c2ccco2)N2CCOCC2)cc1 (stereo unspecified)	3.0	-1.8	-0.1	2.5	-1.9	-3.6	-0.6	-0.8	10.0	4.7
CC(=O)N1CCC2(CC1)C(C#N)=C(N)OC1=C2C(=O)CC(C)(C)C1	-0.8	-1.1	2.2	4.2	1.4	0.7	6.0	-1.2	8.7	-0.7
O=C(Nc1ccccc1)c1csc(-c2ccccc2)n1	2.7	4.7	-0.2	-1.1	1.2	0.1	-11.1	-1.8	-6.2	-33.8
COc1ccc(OC)c(C(=O)CSc2nccc(-c3ccc(Br)cc3)n2)c1	2.5	10.0	1.1	7.3	0.9	-1.0	-4.3	-0.3	-13.5	-15.4
O=C(OCc1ccccc1)N1Cc2ccnnc2CC1c1ccccc1Br (stereo unspecified)	1.2	-0.4	6.0	1.0	6.3	0.0	2.0	0.7	8.8	/
Brc1ccc2c(c1)[C@H]1OCC[C@H]1[C@@H](c1cccs1)N2	1.1	1.7	1.8	0.6	-1.3	-2.3	-4.0	-0.9	3.3	-3.3
N#Cc1c(-c2ccco2)cc(-c2ccccc2)[nH]c1=O	7.8	10.8	9.8	10.4	19.8	5.4	-1.6	3.1	0.2	20.6
Cc1ccc(Oc2nc3ccccn3c(=O)c2/C=C(\C#N)C(=O)NC2CCS(=O)(=O)C2)c(C)c1 (stereo unspecified)	-4.2	-3.9	8.3	-0.1	-2.8	4.2	7.3	-1.1	-0.4	3.0
Cc1oc2c(CN3CCCCC3C)c(O)ccc2c(=O)c1-c1ccc(Br)cc1 (stereo unspecified)	0.4	0.9	3.1	-4.8	-3.0	-3.8	-1.0	1.5	1.0	-2.0
(further entries)
SMILES	LEDGF integ inh	NR1D1 modulator	TDP2 absorb	TCR CD3 inh	rCAG binder	PRMT1 FP inh	ABHD4 inh	PG9 Ab binder	SIAE primary	HTRA1 inh
CSc1ccccc1C(=O)N1CCN(S(=O)(=O)c2sc(C(=O)O)c(C)c2C(=O)O)CC1	6.2	5.5	-16.6	6.6	2.4	14.6	-5.8	0.0	-10.3	0.9
CCc1cc2c(=O)c(-c3nc4ccccc4n3C)c(C)oc2c(CN2CCCCC2)c1O	-9.4	2.9	-7.5	-3.6	-3.5	-0.3	-3.7	0.2	0.8	1.2
CCCc1[nH]nc2c1C(Cc1ccccc1)C(C#N)=C(N)O2 (stereo unspecified)	-0.7	0.1	-8.9	-3.7	1.1	0.2	0.0	-1.3	0.2	-2.3
COc1ccc(S(=O)(=O)Cc2ccc(C(=O)NCCc3ccc(S(N)(=O)=O)cc3)o2)cc1	2.9	1.7	2.6	-4.1	7.5	0.9	-12.9	3.2	1.0	3.3
COc1ccc(-c2nnc(SCC(=O)NNC(=O)c3ccc(C)cc3)o2)cc1	0.4	-2.7	-2.5	0.4	-0.7	-2.0	-0.5	-0.4	3.6	1.5
O=C(COC(=O)COc1cccc(C(F)(F)F)c1)NC(=O)NC1CCCCC1	1.4	0.2	13.3	-11.8	-7.9	-0.2	7.2	-0.4	11.2	-0.7
COc1cc(C(=O)Nc2ccccc2SCc2cc(=O)n3nc(C)sc3n2)cc(OC)c1OC	-1.0	1.4	2.6	2.4	-6.5	3.4	2.2	0.0	-3.7	5.7
Cc1ccc(NC(=O)CSc2nnc(NC(=O)C(C)C)s2)c(C)c1	2.8	0.0	-11.4	8.4	-1.0	0.1	1.2	0.7	-3.6	0.5
Cc1ccc(S(=O)(=O)NN/C(=N/S(=O)(=O)c2ccccc2)c2ccccc2)cc1	-4.1	-0.7	0.3	-3.3	30.4	3.1	-0.7	1.8	2.6	-16.6
S=C(Nc1ccccc1)Nn1cnnc1	1.5	4.7	-0.5	7.8	1.8	-0.6	2.2	-0.8	4.3	-0.4
CC(C)(C)c1cc(C(=O)NC2CC2)n(Cc2ccc(F)cc2)n1	-6.5	3.5	4.1	1.8	-7.3	-1.4	-0.3	-1.1	1.7	/
Cc1ccc(-n2nc(C(=O)N/N=C/c3cccc(C(F)(F)F)c3)c3ccccc3c2=O)cc1C	1.8	-2.7	5.2	3.0	0.3	0.7	-1.9	-1.3	2.6	/
N#C/C(=C\Nc1ccc2cn[nH]c2c1)c1nc(-c2ccc(Cl)cc2)cs1	6.2	-10.7	-4.3	-2.9	5.7	-3.3	2.5	-0.8	-13.0	-19.8
CCc1nnc(NC(=O)c2cc(-c3ccccc3)nn2-c2ccccc2)s1	-0.4	-6.4	2.7	6.6	-0.6	-2.4	-2.4	-3.2	5.4	-5.6
CCn1c(CNC(=O)c2ccco2)nnc1SCC(=O)Nc1ccccc1Cl	0.6	-1.0	0.2	-3.0	0.0	-0.2	-1.1	-1.4	-6.0	1.1
CCCSc1nnc(NC(=O)c2nc(SC)ncc2Cl)s1	1.0	3.5	-3.4	-4.5	7.7	1.5	-4.7	0.8	-7.3	0.7
Cc1ccc(-n2c3nc(=O)n(C)c(=O)c-3cc3ccccc32)cc1	-3.1	3.8	9.2	-0.8	-0.4	1.7	9.3	-0.8	9.2	/
O=C(Nc1ccc(OC(F)(F)F)cc1)C1=NCCN1	0.5	-1.4	-1.4	2.1	-0.7	-0.6	2.8	-0.5	10.4	7.5
C=CCOC(=O)C1=C(C)NC(=O)NC1/C=C/c1ccccc1 (stereo unspecified)	-1.5	-0.1	9.7	-1.5	-0.2	-2.5	-11.7	1.9	8.6	-2.3
COCCCNC(=O)c1cccc2c(-c3ccnn3C)coc12	3.2	1.4	-5.5	0.2	1.9	1.0	3.7	-3.9	-0.1	/
COc1cccc(NC(=O)C2CCCN(S(=O)(=O)c3cccc4nonc34)C2)c1 (stereo unspecified)	-2.7	6.0	6.0	3.9	-0.4	-3.6	5.5	-5.1	-0.9	-2.0
O=C(CC1CC2CCC1C2)N1CCN(S(=O)(=O)c2ccccc2C(F)(F)F)CC1 (stereo unspecified)	-6.8	6.4	-4.0	-4.1	-2.6	2.0	-1.1	0.8	6.1	-4.1
CCOC(=O)c1oc2cccc(OCC(O)CNC(C)C)c2c1C (stereo unspecified)	1.2	-0.1	3.2	2.5	5.3	1.7	6.4	0.8	-6.3	-5.2
CCc1cc(=O)oc2cc(OCC(=O)N3CCC(C(N)=O)CC3)ccc12	0.2	3.7	-0.1	7.2	-0.4	-2.2	-4.1	-0.8	-1.5	-0.4
CCOC(=O)CN1C(=O)C(Sc2n[nH]c(-c3cccc(C)c3)n2)CCc2ccccc21 (stereo unspecified)	-4.4	-2.5	-4.8	-8.2	-1.4	2.0	-13.3	0.7	-6.5	-32.4
CCCCCC(=O)N1C[C@H](n2cc(C3CC3)nn2)[C@@H](O)C[C@@H]1c1ccccc1	3.6	-0.5	-3.6	-4.0	-2.2	-0.1	-0.3	-0.9	14.5	3.0
CCCn1nnnc1NCc1ccccc1C	3.1	0.8	-9.5	0.2	8.5	0.8	-2.7	0.8	-0.4	3.6
NC(=O)Nc1n[nH]c(-c2ccccc2)n1	4.7	6.8	-1.1	-1.5	-0.3	3.6	-1.3	0.3	1.3	8.3
O=C(Cn1nnc(-c2ccccc2)n1)N/N=C/c1cc([N+](=O)[O-])c(Cl)cc1Cl	-1.5	-6.0	12.8	9.5	1.3	-3.6	-6.2	-0.2	2.5	-5.4
Cc1onc(-c2c(F)cccc2Cl)c1C(=O)NCCN1CCNC1=O	4.7	0.8	-8.5	10.4	0.1	-1.9	11.6	-4.0	-5.0	/

Single values from the entries so far:
COc1cc(C(=O)Nc2ccccc2SCc2cc(=O)n3nc(C)sc3n2)cc(OC)c1OC in NR1D1 modulator has 1.4
CCOC(=O)c1oc2cccc(OCC(O)CNC(C)C)c2c1C (stereo unspecified) in HTRA1 inh has -5.2

Fetched by structure from above:
SMILES	LEDGF integ inh	NR1D1 modulator	TDP2 absorb	TCR CD3 inh	rCAG binder	PRMT1 FP inh	ABHD4 inh	PG9 Ab binder	SIAE primary	HTRA1 inh
O=C(OCc1ccccc1)N1Cc2ccnnc2CC1c1ccccc1Br (stereo unspecified)	1.2	-0.4	6.0	1.0	6.3	0.0	2.0	0.7	8.8	/
COc1ccc(-n2c(=S)[nH]c3cc(C(=O)NCc4cccnc4)ccc3c2=O)c(OC)c1	-1.7	2.0	9.2	-0.3	4.9	-2.4	-6.8	0.7	0.7	-2.7

Assay outcomes from PubChem BioAssay.
